USP1-UAF1 inh: inhibitors of human USP1/UAF1 deubiquitinase; recombinant USP1/UAF1, Ub-Rhodamine cleavage fluorescence; Potency, µM (highest dose often 57.1 µM), inactives show top-dose activity change, negative = inhibition, actives largely listed as inhibitors; actives 0.23% (n = 390,000); AID 743255; note: potency is the fitted concentration of half-maximal effect; % is set by controls: 0 for no effect and ±100 for the full control effect; nearly all actives have a fitted effect of over 60% in size; inactives centre near -12
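USP1/UAF1 complex at 1 nM was preincubated with compound for 15 min at room temperature, then Ub-Rho substrate (150nM final) was added. Fluorescence (480/540 nm) was read kinetically, 6 reads every 60 seconds.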
TrxR1 inh: inhibitors of rat thioredoxin reductase 1. actives 1% (n = 390,000). Potency, µM (highest dose often 114 µM), inactives show at the highest dose activity change, negative = inhibition, actives largely listed as inhibitors. AID 588453. recombinant rTrxR1, NADPH fluorescence consumption, selenite substrate. O89049; note: potency is the fitted concentration of half-maximal effect; % is set by controls: 0 for no effect and ±100 for the full control effect; nearly all actives have a fitted effect of over 65% in size
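Rat TrxR1 (90 nM in the dispensed reagent) was pre-reduced with 400 uM NADPH for 5 min at room temperature, then incubated with compound for 15 min. After 400 uM selenite was added, NADPH fluorescence (Ex 340/Em 450 nm) was followed for 8 min.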
D2 antag: D2 dopamine receptor (human) antagonism. P14416. HEK293 TREx D2 cells, calcium flux, dopamine EC80. actives 2% (n = 340,000). inhibition, % at 10 µM; in the data active = inhibition above about 30%; note: 0% is about no effect
Target sequence (P14416 whole entry, looked up): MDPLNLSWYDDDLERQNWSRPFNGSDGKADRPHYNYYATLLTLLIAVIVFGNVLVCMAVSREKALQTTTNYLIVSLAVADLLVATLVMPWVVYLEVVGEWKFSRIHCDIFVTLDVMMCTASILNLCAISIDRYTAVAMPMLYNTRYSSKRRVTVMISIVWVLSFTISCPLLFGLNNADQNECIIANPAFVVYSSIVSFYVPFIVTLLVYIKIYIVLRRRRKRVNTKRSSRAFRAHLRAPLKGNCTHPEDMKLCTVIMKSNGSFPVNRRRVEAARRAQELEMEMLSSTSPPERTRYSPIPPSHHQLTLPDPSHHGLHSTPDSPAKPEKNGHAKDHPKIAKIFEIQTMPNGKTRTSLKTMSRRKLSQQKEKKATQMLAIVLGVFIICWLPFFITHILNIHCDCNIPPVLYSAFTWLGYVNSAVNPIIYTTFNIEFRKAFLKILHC
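In this primary screen, negative modulation is detected by tracking calcium flux after an EC80 dopamine challenge in inducible HEK293 T-REx D2 cells preexposed to test compound for 180 s.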
D2 agonist: agonists of human D2 dopamine receptor. P14416. HEK293 T-REx D2 cells, calcium flux agonist mode. activation, % at 2 µM. actives 0.53% (n = 340,000);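 active = activation over 3 SD above normal in the single-dose calcium agonist read, cut at about 30% in these data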; note: 0% is about no effect
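In this primary screen, compounds producing a positive calcium signal within 180 s of addition to tetracycline-induced, force-coupled HEK293 Trex D2 cells are flagged; cells are dye-loaded with a no-wash calcium kit beforehand.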
TRHR agonist: TRH receptor (human) agonism; actives 0.18% (n = 360,000); P34981; activation, % at 2 µM; TRHR cells, calcium flux fluo-8, FDSS agonist mode; in the data active = activation above about 30%; note: 0% is about no effect
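Fluo-8-loaded TRHR cells; 10 s baseline, compound added, kinetic Ca2+ fluorescence read 1/s, agonist mode.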
TRHR PAM: allosterically enhances the human TRH receptor. AID 493056. TRHR cells, fluo-8 calcium fluorescence, EC20 TRH enhancement. actives 0.66% (n = 360,000). enhancement, % at 2 µM; in the data active = enhancement above about 30%; note: 0% is about no effect
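TRHR-expressing cells loaded with fluo-8 calcium dye were read kinetically (ex 480/em 530) during compound addition, then stimulated with an EC20 of TRH (10 nM final). Enhancement of the Gq-mediated intracellular calcium response was scored.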
TrxR1 substrate: substrates of rat thioredoxin reductase 1 | purified TrxR1 substrate turnover, NADPH consumption readout | Potency, µM (series often up to 114 µM), without a hit: at the top dose activity change, negative = substrate turnover | actives 0.01% (n = 390,000) | AID 588456; note: potency is the fitted concentration of half-maximal effect; % is set by controls: 0 for no effect and ±100 for the full control effect; nearly all actives have a fitted effect of over 50% in size
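Rat TrxR1, dispensed at 90 nM, was prereduced with 400 uM NADPH (final) for 5 min at ~22 deg C, then incubated with compound 15 min before 400 uM selenite. A first-read NADPH fluorescence drop versus no-compound background flagged substrates.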
IDH1 R132H inh: blocks human mutant IDH1 R132H enzyme. actives 0.093% (n = 390,000). Potency, µM (highest dose often 76.6 µM), for the others: top-dose activity change, negative = inhibition, usual class: inhibitors. IDH1-R132H enzyme, NADPH consumption, diaphorase/resazurin fluorescence. O75874. AID 602179; note: potency is the fitted concentration of half-maximal effect; % is set by controls: 0 for no effect and ±100 for the full control effect; nearly all actives have a fitted effect of over 65% in size
Target sequence (O75874 whole entry R132H, stated change not applied): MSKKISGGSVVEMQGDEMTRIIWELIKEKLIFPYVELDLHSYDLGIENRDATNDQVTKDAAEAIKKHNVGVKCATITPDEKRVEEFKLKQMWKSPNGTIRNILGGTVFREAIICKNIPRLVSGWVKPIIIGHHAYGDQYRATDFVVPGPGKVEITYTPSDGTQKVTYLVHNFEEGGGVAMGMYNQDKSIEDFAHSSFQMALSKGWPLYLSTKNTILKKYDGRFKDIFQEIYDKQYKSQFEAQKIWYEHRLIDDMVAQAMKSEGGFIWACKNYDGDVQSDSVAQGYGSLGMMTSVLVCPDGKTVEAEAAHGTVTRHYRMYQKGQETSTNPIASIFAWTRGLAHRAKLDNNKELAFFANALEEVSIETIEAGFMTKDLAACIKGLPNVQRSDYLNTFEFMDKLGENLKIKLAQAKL
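IDH1-R132H (0.5 ug/mL dispensed) in pH 7.5 Tris buffer was preincubated 30 min with compound, then given a substrate mix of 0.016 mM NADPH and 2 mM alpha-KG for 80 min at room temperature; remaining NADPH was read by diaphorase/resazurin fluorescence.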
Pin1 inhibitor: inhibitors of human Pin1; actives 0.009% (n = 390,000); Potency, µM (titrated, usually from 115 µM), inactives show at the highest dose activity, negative = inhibition, usual class: inhibitors; AID 504891; Pin1 FP peptide displacement, HiFluor488, 10 min; Q13526; active = well fitted inhibition curve with a large enough effect in the polarisation, with a control signal flat, not every such curve was filed as active; inconclusive = small, poorly fitted or top-dose-only effect, or effect the other way, or a change in a side signal; inactive = no such curve, though single readings can be large or run the other way; the % refers to the polarisation; note: potency is the fitted concentration of half-maximal effect; % is set by controls: 0 for no effect and ±100 for the full control effect
Target sequence (Q13526 whole entry, looked up): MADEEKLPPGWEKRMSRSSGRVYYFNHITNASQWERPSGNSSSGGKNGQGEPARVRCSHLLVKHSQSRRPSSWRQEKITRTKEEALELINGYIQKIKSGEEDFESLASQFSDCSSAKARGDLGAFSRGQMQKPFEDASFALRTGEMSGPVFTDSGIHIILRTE
Numbers without * were called inactive; ? = inconclusive; / = not tested or not shown; [ ] = dose if it differs, or a comment. Unless noted, calls come from the whole dose curve; as a rule, active = well fitted inhibition curve with a large enough effect; inconclusive = small, poorly fitted or top-dose-only effect; inactive = no such curve, though single readings can be large or run the other way. A portion of the library; count on the stated rates, not on these rows.

Start of the data: the first 2 entries (preview)
Every second line gives: USP1-UAF1 inh, TrxR1 inh, D2 antag, D2 agonist, TRHR agonist, TRHR PAM, TrxR1 substrate, IDH1 R132H inh, Pin1 inhibitor
CCOc1ccc(CCNC(=O)c2ccc(Cn3c(=O)c4cccn4c4cccnc43)cc2)cc1
 : -17%, 7%, /, 1.0, 0.0, 8, 12%, -7%, 52%[activator]
Cc1coc2cc3oc(=O)c(CCC(=O)O)c(C)c3cc12
 : -13%, 8%, 16, 1.3, -0.5, 15, 30%[activator], 0%, -13%

The listing, previewed entries included:
Every second line gives: USP1-UAF1 inh, TrxR1 inh, D2 antag, D2 agonist, TRHR agonist, TRHR PAM, TrxR1 substrate, IDH1 R132H inh, Pin1 inhibitor
CCOc1ccc(CCNC(=O)c2ccc(Cn3c(=O)c4cccn4c4cccnc43)cc2)cc1
 : -17%, 7%, /, 1.0, 0.0, 8, 12%, -7%, 52%[activator]
Cc1coc2cc3oc(=O)c(CCC(=O)O)c(C)c3cc12
 : -13%, 8%, 16, 1.3, -0.5, 15, 30%[activator], 0%, -13%
Cc1cc(/C=C2\SC(=O)N(C)C2=O)c(C)n1-c1ccc(S(N)(=O)=O)cc1
 : -13%, -1%, 1, -1.6, 1.4, -4, 1%, -1%, -1%
COc1ccc(C2N(Cc3ccccc3)CC(=O)N2/N=C(\C)c2ccccc2)cc1 (stereo not given)
 : -9%, 15%, 8, -1.4, -0.1, 3, 0%, 0%, -5%
c1cc(Nc2ncnc3sccc23)cc(-c2nnc3n2CCCCC3)c1
 : -21%, -5%, 11, -1.0, -0.5, 7, -1%, 3%, 7%
Cc1ccccc1NC(=O)COC(=O)CC1CCCC1
 : -8%, 3%[57.1 µM], 4, -0.4, 0.2, 6, 2%[57.1 µM], -5%, -2%
Cc1cccc(N(CC(=O)N=Nc2c(O)[nH]c3ccccc23)S(C)(=O)=O)c1C
 : -21%, -3%[57.1 µM], -7, -0.1, 0.1, 8, -5%[57.1 µM], -2%, 3%
CN(Cc1ccccc1)C1=CC(=[N+]2CCCCC2)CC(C)(C)C1
 : -14%, -15%, 10, 0.1, 0.6, 2, -20%, 18%, 4%
O=C(Nc1nc2c(s1)C(=O)CCC2)c1ccccc1
 : -11%, 12%, -2, -0.4, 0.3, -3, 3%, 10%, 0%
Cc1ccc(S(=O)(=O)N(CC(=O)NCCSC2CCCCC2)c2ccccc2F)cc1
 : -22%, -4%, 2, 1.3, 0.6, -7, -12%, 1%, -9%
COc1ccccc1CNC(=O)Cc1csc2nc(-c3ccccc3)cn12
 : -20%, 32%[57.1 µM], /, -0.6, -0.1, -2, 4%[57.1 µM], -10%, -6%
COc1cccc(CNC(=O)CCS(=O)(=O)c2ccc3c(c2)NC(=O)CS3)c1
 : -25%, 3%, -18, 1.0, 0.0, -6, 1%, 5%, -6%
O=C(O)c1cnn2c(C(F)(F)F)cc(-c3ccccc3)nc12
 : -15%, 14%, 2, 0.5, 0.4, -5, 4%, 6%, -7%
O=C(COc1ccc(-c2ccccc2)cc1)NN=C1CCCC1
 : -9%, 16%, 2, 3.2, 0.6, -3, -2%, -7%, 0%
Brc1ccc(-c2nn3c(Cc4ccccc4)nnc3s2)o1
 : -7%, -5%, 11, 0.7, 0.2, 3, -1%, 2%, -1%
CC(C)/C=C/CN1CCN(CCCc2ccccc2)C(CCO)C1 (stereo not given)
 : -6%, 15%[57.1 µM], -34, -0.2, 0.0, 34*, 10%[57.1 µM], 1%, -9%
O=C(CCC1CCN(Cc2ccccc2O)CC1)NC1CC1
 : -16%, 11%, 10, -0.1, 0.0, 2, -4%, 7%, -8%
O=C(OC1Cn2c(=O)ccc(=O)n2C1)c1ccc([N+](=O)[O-])cc1
 : -18%, -5%, -8, 0.0, -0.1, 0, -8%, 8%, 3%
CCN(CC)CC(=O)c1c[nH]c2ccccc12
 : -4%, -20%, 6, 1.5, 0.4, 0, -4%, 8%, -1%
O=C(Cn1c(=O)n(Cc2ccco2)c(=O)c2ccccc21)NCC1CCCO1 (stereo not given)
 : -20%, 5%[57.1 µM], -1, -0.8, -0.7, -12, -6%[57.1 µM], 9%, 5%
CCN1CCN(C(=O)CCNC(=O)Cn2ccc3ccccc3c2=O)CC1
 : -16%, 8%, 1, 0.4, 0.0, -1, 10%, 4%, 0%
CC(=O)Nc1cccc(NC(=O)c2cc3ccccc3o2)c1
 : -9%, -14%, -12, 0.0, -0.1, -4, -7%, 15%, 3%
CC(=O)c1ccc2noc(-c3cccc(C)c3)c2c1
 : -20%, -24%, 8, 2.3, -0.4, 6, 3%, 0%, 1%
CC(=O)c1c(C)oc2ccc(NS(=O)(=O)c3ccc(C(=O)O)cc3)cc12
 : -23%, 18%, -19, 1.6, 0.9, -2, 2%, -16%, 3%
COc1ccc(Br)cc1CN(C)C(=O)CNC(=O)c1ccc2ccccc2c1
 : -20%, 20%[57.1 µM], 3, 0.8, -0.9, -1, 4%[57.1 µM], -1%, 9%
Cc1noc(C)c1S(=O)(=O)N(CC(=O)N1CCn2c1nc1ccccc12)c1ccc(C(C)C)cc1
 : ?, 29%, /, /, -0.1, -2, 0%, -5%, 0%
COc1ccccc1OCCn1c(=S)[nH]c2ccccc21
 : -36%, 2%[57.1 µM], 14, 0.0, -2.1, 8, -7%[57.1 µM], 2%, 7%
O=C(CN(c1ccc(F)cc1)S(=O)(=O)c1ccc2c(c1)OCCO2)Nc1ccc2c(c1)OCO2
 : -21%, 4%, 4, 1.6, -0.9, 6, 6%[57.1 µM], 3%, 1%
Cc1ccc(S(=O)(=O)N2CCOCC2)cc1C(=O)OC(C)C(=O)NC1CCCC1 (stereo not given)
 : -22%, 28%, -25, 0.4, -0.2, -4, 9%, -1%, -10%
CCN(CC)c1ccc(NS(=O)(=O)c2ccc3c(c2)CCCN3C(C)=O)c(C)c1
 : 4%, 8%[57.1 µM], /, 0.7, -0.2, 2, 0%[57.1 µM], 12%, 1%

One compound at a time (already shown):
`O=C(O)c1cnn2c(C(F)(F)F)cc(-c3ccccc3)nc12` in the list: USP1-UAF1 inh = -15%; TrxR1 inh = 14%; D2 antag = 2; D2 agonist = 0.5; TRHR agonist = 0.4; TRHR PAM = -5; TrxR1 substrate = 4%; IDH1 R132H inh = 6%; Pin1 inhibitor = -7%
`COc1ccccc1OCCn1c(=S)[nH]c2ccccc21` in the list: USP1-UAF1 inh = -36%; TrxR1 inh = 2%[57.1 µM]; D2 antag = 14; D2 agonist = 0.0; TRHR agonist = -2.1; TRHR PAM = 8; TrxR1 substrate = -7%[57.1 µM]; IDH1 R132H inh = 2%; Pin1 inhibitor = 7%

(further entries)
Every second line gives: USP1-UAF1 inh, TrxR1 inh, D2 antag, D2 agonist, TRHR agonist, TRHR PAM, TrxR1 substrate, IDH1 R132H inh, Pin1 inhibitor
COc1ccccc1CNC(=O)COC(=O)c1cc(=O)[nH]c2ccccc12
 : -8%, 1%, -42, -0.1, 0.1, 1, 3%, -7%, 2%
CC(C)c1ccc(NC2CCCN(C(=O)CCn3cnnn3)C2)cc1 (stereo not given)
 : 3%, -2%, -11, 0.2, -0.2, -9, -4%, -2%, 1%
O=C1NCCN/C1=C\C(=O)c1ccccc1
 : -13%, -3%, -7, -0.8, 0.1, 9, -7%, 0%, 1%
COc1cc(-c2cc(C(F)(F)F)n3ncc(C(=O)O)c3n2)cc(OC)c1OC
 : -2%, 3%, 6, 0.0, 1.7, 5, 4%, 0%, -8%
O=C(NCCc1c[nH]c2ccccc12)/C(=C/c1cccnc1)NC(=O)c1ccco1
 : -11%, 21%, -11, 1.2, 0.0, -1, -4%, -6%, 2%
N#Cc1ccccc1CSc1nnc2ccc3ccccc3n12
 : -22%, 15%, /, -0.9, 0.0, 1, 29%, 44%[activator], 7%
CCOC(=O)c1ccc(NC(=O)c2ccccc2)cc1
 : -1%, -14%, 3, -0.2, 0.8, 2, -7%, 9%, -4%
CC(=O)c1cccc(NC=C2C(=O)OC3(CCCCC3)OC2=O)c1
 : 9%, 8%[57.1 µM], -4, -0.3, 0.7, 3, 7%[57.1 µM], -1%, 4%
COc1ccc(OC)c(NC(=O)C2CC(C)=C(C)CC2C(=O)O)c1 (stereo not given)
 : -18%, -8%, -10, 1.1, 0.7, 0, -9%, 1%, -1%
O=C(N1CCCC1)C(F)(F)Oc1ccc(F)cc1
 : -10%, 13%[57.1 µM], -9, 0.3, -0.4, 1, 4%[57.1 µM], 2%, 5%
O=[N+]([O-])c1cccc(Nc2nc(Cl)nc(Cl)n2)c1
 : 2%, 13%[57.1 µM], 11, -0.1, -0.3, -3, -3%[57.1 µM], 7%, -5%
CCc1nnc(NC(=O)c2nc3nc(C)cc(C)n3n2)s1
 : -9%, -3%, /, /, 0.0, 3, -3%, -5%, 5%
CCOc1ccccc1NC(=O)CC1NCCNC1=O (stereo not given)
 : -21%, -3%, -9, -0.1, 0.5, -2, -5%, 15%, -4%
COC(=O)[C@@H]1C[C@@]2(O)[C@@H](O)[C@@H](O)[C@@H](O)C[C@H]2N1Cc1cc(OC)cc(OC)c1
 : -4%, 4%, -28, 0.0, 0.1, 4, -3%, 0%[38.3 µM], 1%
O=c1c(O)c(-c2ccc3c(c2)OCO3)oc2ccccc12
 : 0%, 13%[57.1 µM], /, /, 2.5, -3, 11%[57.1 µM], 2%, 14%

Compound activity: PubChem BioAssay, National Center for Advancing Translational Sciences (NCATS)
